Source: PubChem
ERG Ets-DNA blk: inhibitors of human ERG Ets domain-DNA interaction; P11308; fluorescence polarization, His-ERG Ets domain / labelled DNA; Potency, µM (highest dose often 76.9 µM), for inactives: at the highest dose FP activity, negative = inhibition, most hits filed as inhibitors; hit rate 0.028% among 370,000; AID 624246; active = well fitted inhibition curve with a large enough effect in the polarisation, with a control signal flat; inconclusive = small, poorly fitted or top-dose-only effect, or effect the other way, or a change in a side signal; inactive = no such curve, though single readings can be large or run the other way; the % refers to the polarisation;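 also: polarization taken with two DNA probes labelled with fluorescein and Texas red; potency is read from the fitted curve at half-maximal effect; % of control where 0% means no effect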
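His-tagged ERG Ets domain (1 uM in the protein solution; 300mM KCl, 50mM Tris-HCl, 1mM EDTA, 1mM DTT, pH 7.5) received compound, then a probe mix of 5 nM fluorescein-DNA and 100nM Texas-615-DNA. Fluorescence polarization was read for both dyes.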
G9a block: blocks human histone lysine methyltransferase G9a; G9a H3K9 monomethylation, AlphaScreen, 2 h; Potency, µM (titrated, usually from 102 µM), for inactives: top-dose activity, negative = inhibition, hits mostly inhibitors; Q96KQ7; hit rate 8.8% among 350,000; also: potency is read from the fitted curve at half-maximal effect; % is scaled to controls: 0 for no effect and ±100 for the full control effect; nearly all actives have a fitted effect of over 75% in size
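Signal arises when biotinylated H3K9 peptide, once monomethylated, bridges streptavidin donor and antibody-captured acceptor beads. Enzyme at 20 nM was preincubated 15 min with test compounds; peptide 500 nM and SAM 20 uM then reacted for 2 h.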
GLS inh: inhibitors of human glutaminase (GLS); O94925; GLS enzymatic activity, qHTS titration; Potency, µM (doses to about 45.5 µM), for inactives: at the top dose activity change, negative = inhibition, hits mostly inhibitors; hit rate 0.21% among 410,000; AID 624170; also: potency is read from the fitted curve at half-maximal effect; % is scaled to controls: 0 for no effect and ±100 for the full control effect
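Assay buffer: 45 mM KH2PO4 pH 8.2, 0.02% Tween-20. hKGA acts on L-glutamine (1 mM solution added); product glutamate is reported by an oxidase/peroxidase Amplex Red coupling, with fluorescence taken at baseline and 30 min.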
JMJD2A Tudor inh: inhibitors of human JMJD2A Tudor domain. Potency, µM (titrated, usually from 114 µM), for the others: at the highest dose activity change, negative = inhibition, hits mostly inhibitors. AlphaScreen JMJD2A-Tudor / H3K4me3 peptide binding. hit rate 4.4% among 390,000; also: potency is read from the fitted curve at half-maximal effect; % is scaled to controls: 0 for no effect and ±100 for the full control effect; nearly all actives have a fitted effect of over 50% in size
PI4K2A block: inhibitors of human PI4K2A. Q9BTU6. purified PI4K2A, ADP-Glo luminescence, 1 h; active compounds read low. activity change, negative = inhibition, % at 76.9 µM. hit rate 0.13% among 420,000. AID 1346378; in the data active = activity change below about -50%; inconclusive = mostly about -30% to -49%;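 also: -100% = wells without enzyme as full effect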
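In this quantitative HTS, ADP production by PI4K2A was quantified luminescently after 1 h at ambient temperature; 100 microM adenosine served as plate-quality control.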
RGS4 inh: inhibitors of human regulator of G protein signaling 4; P49798; hit rate 0.039% among 390,000; Transcreener GDP fluorescence polarization, RGS4-accelerated GTP hydrolysis; Potency, µM (titrated, usually from 114 µM), for the others: at the top dose activity change, negative = inhibition, hits mostly inhibitors; also: potency is read from the fitted curve at half-maximal effect; % is scaled to controls: 0 for no effect and ±100 for the full control effect; nearly all actives have a fitted effect of over 75% in size; some results filed as inactive show a strong effect at the top dose
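MLSMR compounds (23 nl, pin-transferred) preincubated 10 min at room temperature with a 500nM (2x) first reagent, then RGS4 at 900nM (2x) plus Transcreener GDP mix added; fluorescence polarization (620/688 nm) read before and after 90 min at 30 °C.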
HP1b chromo inh: blocks HP1-beta chromodomain binding to methylated histone tails; Potency, µM (highest dose often 114 µM), inactives show at the highest dose activity change, negative = inhibition, most hits filed as inhibitors; hit rate 0.56% among 390,000; AlphaScreen HP1-beta / biotin-H3K9me3 peptide binding; AID 540317; also: potency is read from the fitted curve at half-maximal effect; nearly all actives have a fitted effect of over 70% in size; inactives centre near 23
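AlphaScreen: HP1-beta (50 nM) preformed 30 min with biotin-H3(1-18)K9me3 peptide (50 nM) in PBS pH 7.4, 0.01% Tween-20. Compound added for 30 min at RT, then streptavidin donor/nickel chelate acceptor beads (10 ug/mL) for 30 min.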
12-LOX inh: blocks human arachidonate 12S-lipoxygenase; purified 12hLO, xylenol orange hydroperoxide absorbance; P18054; hit rate 1.1% among 580,000; AID 1671190; Potency, µM (series often up to 108 µM), for the others: at the highest dose activity change, negative = inhibition, hits mostly inhibitors; also: potency is read from the fitted curve at half-maximal effect; % is scaled to controls: 0 for no effect and ±100 for the full control effect
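Hydroperoxide product was detected by ferrous iron/xylenol orange as the 573 to 405 nm absorbance ratio. Arachidonic acid at 40 uM (final) was turned over for 30 min at room temperature by 150 nM human 12hLO, pH 7.0 Hepes buffer, after 15 min compound preincubation.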
BAZ2B block: inhibitors of human BAZ2B bromodomain. Q9UIF8. AlphaScreen BAZ2B-H3K14Ac peptide displacement. Potency, µM (top dose mostly 114 µM), without a hit: at the highest dose activity change, negative = inhibition, usual class: inhibitors. hit rate 4.4% among 360,000. AID 504333; also: potency is read from the fitted curve at half-maximal effect; % is scaled to controls: 0 for no effect and ±100 for the full control effect; nearly all actives have a fitted effect of over 60% in size
Target sequence (Q9UIF8 whole entry, looked up): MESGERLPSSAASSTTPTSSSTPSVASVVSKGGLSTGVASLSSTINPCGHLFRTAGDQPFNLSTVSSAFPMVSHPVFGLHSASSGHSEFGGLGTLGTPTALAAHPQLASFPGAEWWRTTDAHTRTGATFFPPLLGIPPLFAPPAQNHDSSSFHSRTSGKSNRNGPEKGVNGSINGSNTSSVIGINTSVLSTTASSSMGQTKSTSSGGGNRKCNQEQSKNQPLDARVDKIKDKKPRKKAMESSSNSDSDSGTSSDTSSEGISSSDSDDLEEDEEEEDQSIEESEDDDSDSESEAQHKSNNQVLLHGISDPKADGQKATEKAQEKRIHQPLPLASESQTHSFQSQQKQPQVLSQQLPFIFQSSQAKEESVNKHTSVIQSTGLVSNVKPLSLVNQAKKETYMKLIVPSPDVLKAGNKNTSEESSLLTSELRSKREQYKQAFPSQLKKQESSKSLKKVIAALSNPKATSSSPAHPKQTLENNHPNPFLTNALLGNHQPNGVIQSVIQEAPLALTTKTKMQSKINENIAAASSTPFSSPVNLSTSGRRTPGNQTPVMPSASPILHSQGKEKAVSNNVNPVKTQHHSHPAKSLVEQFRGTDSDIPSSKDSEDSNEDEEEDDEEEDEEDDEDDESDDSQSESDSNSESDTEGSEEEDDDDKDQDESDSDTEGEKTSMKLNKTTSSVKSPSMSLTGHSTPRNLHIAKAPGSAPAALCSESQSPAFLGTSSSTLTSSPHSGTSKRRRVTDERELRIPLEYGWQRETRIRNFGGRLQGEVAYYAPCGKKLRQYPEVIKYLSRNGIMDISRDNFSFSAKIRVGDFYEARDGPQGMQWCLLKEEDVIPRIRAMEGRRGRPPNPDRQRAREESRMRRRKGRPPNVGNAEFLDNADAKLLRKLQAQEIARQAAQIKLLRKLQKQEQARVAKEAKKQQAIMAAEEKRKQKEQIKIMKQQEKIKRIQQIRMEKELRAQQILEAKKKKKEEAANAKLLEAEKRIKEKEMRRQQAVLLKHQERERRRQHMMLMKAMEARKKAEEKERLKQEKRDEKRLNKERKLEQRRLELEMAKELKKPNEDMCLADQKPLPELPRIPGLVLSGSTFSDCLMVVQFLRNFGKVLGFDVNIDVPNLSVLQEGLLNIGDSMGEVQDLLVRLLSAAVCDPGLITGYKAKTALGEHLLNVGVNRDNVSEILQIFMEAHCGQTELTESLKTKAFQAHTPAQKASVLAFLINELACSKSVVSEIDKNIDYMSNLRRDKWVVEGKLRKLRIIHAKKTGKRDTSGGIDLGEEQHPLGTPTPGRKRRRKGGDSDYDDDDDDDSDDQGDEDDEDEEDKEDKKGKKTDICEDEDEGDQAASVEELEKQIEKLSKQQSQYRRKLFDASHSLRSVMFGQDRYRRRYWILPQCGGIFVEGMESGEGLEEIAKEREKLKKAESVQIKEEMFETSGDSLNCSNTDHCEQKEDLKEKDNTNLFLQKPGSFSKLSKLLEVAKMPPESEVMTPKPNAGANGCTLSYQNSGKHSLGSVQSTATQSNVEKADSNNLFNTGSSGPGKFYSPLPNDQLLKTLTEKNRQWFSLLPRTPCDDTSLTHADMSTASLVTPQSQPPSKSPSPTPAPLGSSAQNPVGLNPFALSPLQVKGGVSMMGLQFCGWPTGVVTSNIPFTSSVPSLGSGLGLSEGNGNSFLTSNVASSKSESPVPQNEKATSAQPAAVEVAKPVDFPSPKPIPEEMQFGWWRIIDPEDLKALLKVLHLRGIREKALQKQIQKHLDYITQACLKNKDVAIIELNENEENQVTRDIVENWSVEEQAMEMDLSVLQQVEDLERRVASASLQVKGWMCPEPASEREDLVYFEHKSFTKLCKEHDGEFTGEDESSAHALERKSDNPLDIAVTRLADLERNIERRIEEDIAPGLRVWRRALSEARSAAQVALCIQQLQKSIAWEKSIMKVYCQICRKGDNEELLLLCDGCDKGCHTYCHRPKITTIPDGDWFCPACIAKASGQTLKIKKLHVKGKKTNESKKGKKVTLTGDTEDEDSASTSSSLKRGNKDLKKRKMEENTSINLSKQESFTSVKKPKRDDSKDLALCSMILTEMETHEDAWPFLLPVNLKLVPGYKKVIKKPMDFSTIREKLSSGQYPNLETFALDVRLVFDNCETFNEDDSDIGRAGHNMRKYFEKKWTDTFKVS
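BAZ2B 50 nM plus b-H3(5-23)K14Ac 50 nM, PBS pH 7.4/0.01% Tween-20, 30 min RT; compound added (max 110 uM), 30 min RT; streptavidin donor/Ni-chelate acceptor beads 10 ug/mL final, 20 min dark; AlphaScreen read.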
* hit, by the source's call; ? = inconclusive; · = not tested or not shown; [ ] = dose if it differs, or a comment. Unless noted, calls follow the shape of the dose curve; as a rule, active = well fitted curve in the direction sought with a large enough effect; inconclusive = small, poorly fitted or top-dose-only effect, or another doubt; inactive = no such curve, though single readings can be large; an effect the other way counts as inactive or inconclusive.

BAZ2B block	GLS inh	PI4K2A block	RGS4 inh	ERG Ets-DNA blk	12-LOX inh	JMJD2A Tudor inh	G9a block	HP1b chromo inh	molecule
1%	-6%	1	16%	-1%	?	-8%	?	9%	Cc1cccn2c(=O)c(C(=O)NCCc3ccc(S(N)(=O)=O)cc3)c(O)nc12
-3%	2%	0	-1%	-4%	-14%	-9%	-1%[59 µM]	-6%	CC(=O)c1c(C)[nH]c(C(=O)OCC(=O)Nc2cc(S(=O)(=O)N3CCCCC3)ccc2C)c1C
-4%	6%	-3	2%	-1%	3%	-1%	3%[59 µM]	19%	CCN(C(=O)Cc1c(C(=O)O)c(C)cn1C)c1cccc(Cl)c1
-3%	1%	-6	-6%[11.4 µM]	15%	-9%	-2%[11.4 µM]	-1%[59 µM]	5%	COc1ccc(C2CC(C(F)(F)F)n3nc(C(=O)O)cc3N2)cc1 (stereo unspecified)
5%	-4%	3	1%	3%	-9%	-14%	25%	2%	CCCCC(=O)Nc1cccc(-c2nc3ncccc3o2)c1
14%	2%	-1	-14%	-21%	440%[activator]	16%	27%[59 µM]	83%[activator]	Cc1ccc(N2CCN(S(=O)(=O)c3ccc(F)cc3)CC2)c(C)c1
1%	0%	-4	-9%	0%	-12%	-6%	21%[59 µM]	80%[activator]	Cc1nn(CC(=O)NCc2ccccc2Cl)c(=O)c2nn(-c3ccccc3)c(C)c12
1%	0%	0	0%	-6%	0%	-13%	3%	25%	Cc1cc(S(=O)(=O)N2CCCC2C(=O)N2CCOCC2)c(C)cc1Cl (stereo unspecified)
8%	0%	-1	12%	-1%	13%	-3%	20%	40%	Cc1ccc(S(=O)(=O)N(C)Cc2ccc(C(=O)N/N=C3\CC(=O)CC(C)(C)C3)cc2)cc1
-3%	4%	7	2%	-2%	11%	-6%	13%[0.0925 µM]	27%	CCOC(=O)c1c(C)nc2sc3c(c2c1-c1ccc(OC)cc1)NC(c1ccccc1)NC3=O (stereo unspecified)
-39%	0%	-3	7%	·	-18%	-14%	-1%[59 µM]	23%	Cc1cc(C)nc(/N=C(/NC(=O)Nc2cccc(Cl)c2)Nc2ccccc2)n1
-8%	-6%	-15	-51%	6%	?	45µM*	?	-10%	S=c1[nH]nc(-c2ccncc2)n1CC1CCCO1 (stereo unspecified)
79µM*	3%	9	9%	-1%	?	5.6µM*	-51%[12.7 µM]	?	Cc1nc2c(C)cccn2c1/C(O)=C1\C(=O)C(=O)N(CCN2CCOCC2)C1c1ccncc1 (stereo unspecified)
-4%	?	-2	-2%	-4%	0%	-9%	·	-3%	O=C(NNS(=O)(=O)c1ccccc1)c1csc(-c2cccnc2)n1
?	6%	2	-22%	-5%	-6%	?	45µM*	-9%	COc1cccc(/C=C/C(=O)c2ccc(NC3=NCCCS3)cc2)c1
·	0%	0	29%	-9%	-7%	5%	·	9%	CN(C(=O)CSc1cc(Cl)ccc1Cl)C1CCS(=O)(=O)C1 (stereo unspecified)
·	14%	3	25%	6%	?	-1%	·	16%	O=C(O)c1ccccc1NC(=O)C(c1ccccc1)c1ccccc1
7%	11%	2	0%	0%	5%	-17%	7%	-13%	COc1ccc(/C=N/NC(=O)C(=O)NCC2CCCO2)cc1 (stereo unspecified)
-8%	?	-1	-26%[11.4 µM]	9%	-9%	-33%	-7%	-14%	Cc1[nH]ncc1N=Cc1ccc([N+](=O)[O-])cc1
-22%	-5%	-4	-6%	4%	6%	-9%	3%	29%	CC(C)Cn1c(N)c(C(=O)COC(=O)c2cccnc2Cl)c(=O)n(C)c1=O

Brought forward from above: 2 entries, then new ones.
BAZ2B block	GLS inh	PI4K2A block	RGS4 inh	ERG Ets-DNA blk	12-LOX inh	JMJD2A Tudor inh	G9a block	HP1b chromo inh	molecule
-8%	?	-1	-26%[11.4 µM]	9%	-9%	-33%	-7%	-14%	Cc1[nH]ncc1N=Cc1ccc([N+](=O)[O-])cc1
-22%	-5%	-4	-6%	4%	6%	-9%	3%	29%	CC(C)Cn1c(N)c(C(=O)COC(=O)c2cccnc2Cl)c(=O)n(C)c1=O
?	-7%	4	-23%	-2%	-24%	?	?	-3%	Cc1cc(C)cc(NC(=O)Cn2c(-c3cncs3)nc3ccccc32)c1
-29%	0%	-5	-31%	3%	?	-10%	14µM*	23%	N#Cc1ccc2c(c1)NC(=O)C1CCCN21 (stereo unspecified)
25µM*	6%	2	1%	5%	-18%	?	45µM*	?	CCCN1C(=O)/C(=C/c2ccncc2)SC1=S
-6%	14%	3	26%[11.4 µM]	-6%	0%	-20%[57.1 µM]	-10%	9%	CC(C)(C)n1nnnc1C(c1cccs1)N1CCN(c2ccccc2)CC1 (stereo unspecified)
0%	13%	1	-8%	9%	-4%	-32%	-30%[59 µM]	-1%	COC(=O)/C(=C\Nc1ccc(Cl)cc1Cl)NC(=O)c1ccc(Cl)cc1Cl
?	6%	4	-13%	-5%	0%	-36%	-45%	4%	COc1cccc(N2CCN(c3ccc4nnc(CCC(=O)Nc5ccccc5OC)n4n3)CC2)c1
-26%	?	2	6%	-1%	?	0%[57.1 µM]	45µM*	28%	CCOC(=O)C1(Cc2ccccc2C)CCCN(Cc2cc(OC)c(O)c(OC)c2)C1 (stereo unspecified)
4%	0%	2	-10%	1%	4%	-27%	3%[59 µM]	13%	COc1cccc(-n2nnc(-c3nc(-c4cccs4)no3)c2N)c1
·	-28%	3	-3%	7%	13%	-8%[57.1 µM]	·	67%[activator]	COc1cc(C2c3c(oc4c(C)cc(C)cc4c3=O)C(=O)N2Cc2cccnc2)ccc1O (stereo unspecified)
-23%[57.1 µM]	-3%	-3	-40%	5%	16%	-2%	-3%	57%[activator]	COc1ccc(N(Cc2cc3cccc(C)c3[nH]c2=O)S(=O)(=O)c2ccc(OC)cc2)cc1
0%	28%	8	-23%	-2%	19%	-11%	-2%[59 µM]	17%	COc1cccc(NC(=S)NNC(=O)c2c([N+](=O)[O-])c(C)nn2C)c1
-3%	-12%	-1	5%	0%	1%	-26%	17%[59 µM]	31%	Cc1nc2ccc(S(=O)(=O)N(CC(=O)Nc3cccc(Cl)c3)Cc3ccccc3)cc2s1
·	0%	-21	-32%	23%	?	?	14µM*	-10%	O=C1OC(c2ccc(Cl)cc2)=N/C1=C\C=C\c1ccco1
?	40%[activator]	1	10%	-2%	?	?	25µM*	-7%	COc1cc(/C=N/Nc2ccc(Cl)c(C(=O)O)c2)ccc1OC(=O)c1cccs1
·	-24%	-10	11%	-3%	?	-4%	·	31%	O=C1CCC[C@@H]2Cc3nc4cc5c(cc4cc3[C@@H]3CCN1[C@H]23)OCO5
1%	1%	3	-11%	7%	-11%	-4%	?	41%[activator]	c1ccc(Nc2nc3ccccc3n3cnnc23)cc1
-18%	-10%	0	3%	-8%	?	-22%	?	19%	Cc1ccccc1C(=O)Nc1sc2c(c1C(=O)N1CCCCC1)CCC(C(C)(C)C)C2 (stereo unspecified)

An excerpt of these results, field by field.
> COc1cc(C2c3c(oc4c(C)cc(C)cc4c3=O)C(=O)N2Cc2cccnc2)ccc1O (stereo unspecified)
  BAZ2B block: ·
  GLS inh: -28%
  PI4K2A block: 3
  RGS4 inh: -3%
  ERG Ets-DNA blk: 7%
  12-LOX inh: 13%
  JMJD2A Tudor inh: -8%[57.1 µM]
  G9a block: ·
  HP1b chromo inh: 67%[activator]
> COc1ccc(N(Cc2cc3cccc(C)c3[nH]c2=O)S(=O)(=O)c2ccc(OC)cc2)cc1
  BAZ2B block: -23%[57.1 µM]
  GLS inh: -3%
  PI4K2A block: -3
  RGS4 inh: -40%
  ERG Ets-DNA blk: 5%
  12-LOX inh: 16%
  JMJD2A Tudor inh: -2%
  G9a block: -3%
  HP1b chromo inh: 57%[activator]
> COc1cccc(NC(=S)NNC(=O)c2c([N+](=O)[O-])c(C)nn2C)c1
  BAZ2B block: 0%
  GLS inh: 28%
  PI4K2A block: 8
  RGS4 inh: -23%
  ERG Ets-DNA blk: -2%
  12-LOX inh: 19%
  JMJD2A Tudor inh: -11%
  G9a block: -2%[59 µM]
  HP1b chromo inh: 17%
> Cc1nc2ccc(S(=O)(=O)N(CC(=O)Nc3cccc(Cl)c3)Cc3ccccc3)cc2s1
  BAZ2B block: -3%
  GLS inh: -12%
  PI4K2A block: -1
  RGS4 inh: 5%
  ERG Ets-DNA blk: 0%
  12-LOX inh: 1%
  JMJD2A Tudor inh: -26%
  G9a block: 17%[59 µM]
  HP1b chromo inh: 31%

These rows are one share of the data; count on the stated rates, not on these rows.
